Screening data deposited in PubChem BioAssay by several laboratories.
MsrA inh – inhibitors of bovine MsrA. purified bovine MsrA, absorbance read-out. inhibition, % at 15.5 µM. 360,000 tested, 0.75% active; in the data active = inhibition above about 4.5%;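 also: 0% = vehicle wells with enzyme and 100% = reference inhibitor wells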
TbMetRS inhib – Trypanosoma brucei MetRS inhibition; purified T. brucei MetRS, ATP depletion, Kinase-Glo luminescence; AID 624268; 360,000 tested, 0.4% active; inhibition, % at 11.9 µM;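 active = inhibition above a per-plate cutoff of the control wells' mean inhibition plus 3 SD, cut at about 5.5% in these data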;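 also: 0% = DMSO wells median and 100% = median of wells with control inhibitor compound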
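Test system: purified T. brucei MetRS enzyme. Also added: ATP, methionine and E. coli bulk tRNA substrates. Compound: 11.9 µM single point. Schedule: 15 min enzyme-compound preincubation, 2 h reaction, 10 min detection, 25 °C. Signal: luciferase luminescence of residual ATP, Kinase-Glo. Evaluation: percent inhibition versus plate control medians. Controls: DMSO wells, low control.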
E coli Lon inh – inhibitors of E. coli Lon protease; P0A9M0; purified E. coli Lon protease, fluorescence polarization; inhibition, % at 7.94 µM; 360,000 tested, 0.42% active; AID 602123; in the data active = inhibition above about 13%, passing the limit was not always enough;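 also: 0% = enzyme with probe and DMSO and 100% = no enzyme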
MsrA act – bovine methionine sulfoxide reductase A activation; purified bovine MsrA, absorbance read-out; activation, % at 10.6 µM; 360,000 tested, 0.3% active; AID 602163; in the data active = activation above about 7.5%;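 also: 0% = vehicle and 100% = reference activator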
SKN-1 block – inhibitors of C. elegans SKN-1. 360,000 tested, 0.49% active. C. elegans VP596 Pgst-4::GFP/RFP ratio, acrylamide-induced, 24 h. inhibition, % at 21.8 µM. AID 624304;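 active = interference check ratio from 0.5 to 1.5 plus GFP to RFP signal ratio inhibition reaching or exceeding a fixed threshold, cut at about 30% in these data, passing the limit was not always enough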; also: some compounds called inactive have numbers as strong as hits
FAS TE block – blocks the thioesterase domain of human fatty acid synthase. P49327. recombinant FAS-TE, OMFH fluorogenic substrate, fluorescence endpoint. inhibition, % at 15 µM. 360,000 tested, 0.67% active;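 active = compounds whose normalised, plate-corrected inhibition of enzyme fluorescence in the single-dose primary screen is 50% or more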;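 also: 0% = DMSO with enzyme and 100% = substrate without enzyme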
Target sequence (P49327 whole entry, looked up, the tested form may be a part): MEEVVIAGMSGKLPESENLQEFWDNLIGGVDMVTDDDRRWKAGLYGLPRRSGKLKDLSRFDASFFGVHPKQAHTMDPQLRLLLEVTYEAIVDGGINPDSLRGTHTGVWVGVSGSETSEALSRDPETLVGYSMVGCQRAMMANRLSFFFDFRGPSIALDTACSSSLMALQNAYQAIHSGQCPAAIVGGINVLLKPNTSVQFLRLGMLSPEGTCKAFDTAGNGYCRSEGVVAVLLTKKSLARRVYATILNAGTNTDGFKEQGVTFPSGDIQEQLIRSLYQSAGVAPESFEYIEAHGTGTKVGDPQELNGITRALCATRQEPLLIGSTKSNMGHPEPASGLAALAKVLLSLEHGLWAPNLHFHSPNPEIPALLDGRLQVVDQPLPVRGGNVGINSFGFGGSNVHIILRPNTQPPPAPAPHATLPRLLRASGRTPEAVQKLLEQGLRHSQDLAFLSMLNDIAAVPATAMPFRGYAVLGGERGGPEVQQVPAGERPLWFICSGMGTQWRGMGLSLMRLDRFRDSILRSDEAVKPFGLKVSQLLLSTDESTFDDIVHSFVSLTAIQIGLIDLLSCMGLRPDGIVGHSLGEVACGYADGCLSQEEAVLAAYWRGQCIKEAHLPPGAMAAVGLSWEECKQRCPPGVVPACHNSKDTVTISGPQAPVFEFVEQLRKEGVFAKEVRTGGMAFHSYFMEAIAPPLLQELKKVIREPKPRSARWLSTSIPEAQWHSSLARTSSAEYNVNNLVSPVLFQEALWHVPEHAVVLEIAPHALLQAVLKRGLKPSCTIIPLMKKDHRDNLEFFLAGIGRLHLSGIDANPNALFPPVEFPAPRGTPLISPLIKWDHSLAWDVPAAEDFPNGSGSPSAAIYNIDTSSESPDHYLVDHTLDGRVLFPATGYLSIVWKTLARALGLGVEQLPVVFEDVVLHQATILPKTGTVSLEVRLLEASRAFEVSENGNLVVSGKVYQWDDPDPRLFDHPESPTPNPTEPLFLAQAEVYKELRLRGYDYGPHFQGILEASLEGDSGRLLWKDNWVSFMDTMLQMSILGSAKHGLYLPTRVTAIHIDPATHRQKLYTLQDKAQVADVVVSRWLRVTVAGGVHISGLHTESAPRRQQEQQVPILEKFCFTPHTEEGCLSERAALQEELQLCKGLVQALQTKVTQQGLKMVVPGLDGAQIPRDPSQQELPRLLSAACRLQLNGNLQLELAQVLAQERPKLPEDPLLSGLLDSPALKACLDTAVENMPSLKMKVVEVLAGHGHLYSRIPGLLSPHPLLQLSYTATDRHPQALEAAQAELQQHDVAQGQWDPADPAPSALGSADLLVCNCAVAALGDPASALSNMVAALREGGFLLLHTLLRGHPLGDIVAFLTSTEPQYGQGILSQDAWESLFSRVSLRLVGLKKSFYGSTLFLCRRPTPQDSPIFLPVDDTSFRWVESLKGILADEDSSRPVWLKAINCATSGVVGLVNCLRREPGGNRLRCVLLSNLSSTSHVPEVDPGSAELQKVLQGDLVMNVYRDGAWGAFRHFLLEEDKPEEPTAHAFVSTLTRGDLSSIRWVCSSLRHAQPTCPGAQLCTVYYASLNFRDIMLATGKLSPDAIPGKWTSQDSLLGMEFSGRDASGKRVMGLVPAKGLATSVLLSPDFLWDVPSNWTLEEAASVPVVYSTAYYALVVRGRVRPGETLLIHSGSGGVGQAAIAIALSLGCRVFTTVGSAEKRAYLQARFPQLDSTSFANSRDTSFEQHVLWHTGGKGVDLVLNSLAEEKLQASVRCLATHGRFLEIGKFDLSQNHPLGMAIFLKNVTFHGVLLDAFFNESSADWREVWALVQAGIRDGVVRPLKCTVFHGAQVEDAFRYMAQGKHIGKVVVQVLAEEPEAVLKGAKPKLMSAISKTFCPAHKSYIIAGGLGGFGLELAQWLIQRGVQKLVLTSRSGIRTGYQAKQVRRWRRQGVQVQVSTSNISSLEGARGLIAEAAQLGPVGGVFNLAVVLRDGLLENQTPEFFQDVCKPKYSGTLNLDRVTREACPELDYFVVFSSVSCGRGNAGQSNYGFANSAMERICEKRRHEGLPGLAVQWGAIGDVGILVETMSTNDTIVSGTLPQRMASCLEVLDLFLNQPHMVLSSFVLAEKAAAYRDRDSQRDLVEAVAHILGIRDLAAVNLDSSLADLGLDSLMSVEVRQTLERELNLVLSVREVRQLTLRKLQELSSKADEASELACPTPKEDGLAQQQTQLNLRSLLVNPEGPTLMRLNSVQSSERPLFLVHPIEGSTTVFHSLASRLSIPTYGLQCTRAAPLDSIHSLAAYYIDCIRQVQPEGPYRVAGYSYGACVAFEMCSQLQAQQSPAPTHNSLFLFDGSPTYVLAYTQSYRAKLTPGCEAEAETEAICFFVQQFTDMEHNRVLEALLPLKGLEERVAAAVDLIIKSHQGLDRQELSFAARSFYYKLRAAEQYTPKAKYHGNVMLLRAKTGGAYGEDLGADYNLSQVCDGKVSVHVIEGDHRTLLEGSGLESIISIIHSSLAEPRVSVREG
NRP1-CendR mod – alters CendR peptide binding to human NRP-1; O14786; FAM-RPARPAR peptide binding to NRP-1, fluorescence polarization; inhibition, % at 25 µM; 360,000 tested, 0.85% active; AID 602438;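 active = inhibition or corrected inhibition above about 18%, plus a signal ratio from 0.5 to 1.5, limit read from the data, passing the limit was not always enough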; also: strong numbers were not always called active
MLLE-PAM2 inh – inhibitors of microRNA-mediated deadenylation, human PABP1 MLLE binding | 360,000 tested, 0.36% active | P11940 | GST-MLLE / FITC-PAM2 fluorescence polarization | inhibition, % at 20 µM | AID 588489; in the data active = inhibition above about 35%, passing the limit was not always enough;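 also: plate controls were DMSO wells with GST-MLLE for no effect and wells lacking GST-MLLE protein for full effect; some results filed as inactive read as strong as hits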
MT1-MMP act inh – inhibitors of human MT1-MMP activation | HT1080 RFP-PRO-GFP cells, GFP/RFP ratio fluorescence, overnight; percent of plate control window, DMSO zero | GFP/RFP ratio change, % at 20 µM | 360,000 tested, 0.061% active;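 active = GFP/RFP ratio change of at least 30% with cell ATP level not reduced by more than half and red fluorescence within 50% of control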; also: strong numbers were not always called active
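Material – HT1080 RFP-PRO-GFP cells · Control set – DMSO wells and RFP-L50D-GFP cells · Incubation – overnight cell settling, then overnight compound exposure, 37 °C, 5% CO2 · Compound dosing – single-point 20 µM compound, 1% DMSO · Read-out – GFP/RFP fluorescence ratio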
* = called active by the depositor; · = not tested or not shown.

1: CCc1ccc(CN2CCCC(C(=O)Nc3ccccc3-c3ccc(OC)cc3)C2)o1 (stereo not given)
2: Cc1c(C(=O)c2ccccc2)c(=O)n(C)c(=O)n1C
3: Cc1ccc2nc(SCC(=O)NCc3cccs3)c(C#N)cc2c1
4: CN(CCOc1ccccc1)Cc1nc2cc(Cl)ccc2c(=O)[nH]1
5: COc1ccccc1C(=O)N/C(=C\c1cn(S(=O)(=O)N(C)C)c2ccccc12)C(=O)N1CCCCC1

compound no.,1,2,3,4,5
MsrA inh,0.6,-0.3,0.0,0.7,2.2
TbMetRS inhib,-0.3,0.0,-1.7,-0.9,-0.3
E coli Lon inh,10.2,2.4,-6.5,-1.6,10.8
MsrA act,2.0,0.5,-5.8,-3.1,-2.3
SKN-1 block,5.5,8.7,3.3,4.4,-10.1
FAS TE block,13.6,-3.7,-5.0,2.7,21.2
NRP1-CendR mod,15.5,6.0,-13.7,3.2,3.3
MLLE-PAM2 inh,-13.0,4.8,-13.1,10.8,6.2
MT1-MMP act inh,-3.5,5.6,1.0,-1.6,0.1

6: Cc1ccc(S(=O)(=O)c2nc(S(C)(=O)=O)sc2NCc2ccc3c(c2)OCO3)cc1
7: CCN(CC(=O)NC(=O)NCc1ccco1)Cc1nc2ccccc2c(=O)[nH]1
8: O=C(Cn1ncn2c(cc3ccccc32)c1=O)NCCCc1ccccc1
9: CC(C)OCCCNC(=O)c1ccccc1NC(=O)C1=CSCCO1
10: CCCCCCNc1cc(C)oc(=O)c1C(C)=O

compound no.,6,7,8,9,10
MsrA inh,1.8,1.4,·,0.1,0.1
TbMetRS inhib,1.4,-1.2,-0.8,0.2,0.4
E coli Lon inh,-5.3,3.5,5.3,0.4,-15.0
MsrA act,-4.8,-5.2,-1.4,-5.2,-0.6
SKN-1 block,-15.7,-14.5,-5.8,12.3,-1.8
FAS TE block,30.3,-5.0,-1.5,-2.5,0.8
NRP1-CendR mod,-8.3,-17.4,-14.2,6.4,3.6
MLLE-PAM2 inh,8.3,6.4,-3.1,8.0,10.3
MT1-MMP act inh,0.6,1.9,·,-3.5,-1.8

Shown with each value named: entries from further up.
6	Cc1ccc(S(=O)(=O)c2nc(S(C)(=O)=O)sc2NCc2ccc3c(c2)OCO3)cc1
- MsrA inh: 1.8
- TbMetRS inhib: 1.4
- E coli Lon inh: -5.3
- MsrA act: -4.8
- SKN-1 block: -15.7
- FAS TE block: 30.3
- NRP1-CendR mod: -8.3
- MLLE-PAM2 inh: 8.3
- MT1-MMP act inh: 0.6

7	CCN(CC(=O)NC(=O)NCc1ccco1)Cc1nc2ccccc2c(=O)[nH]1
- MsrA inh: 1.4
- TbMetRS inhib: -1.2
- E coli Lon inh: 3.5
- MsrA act: -5.2
- SKN-1 block: -14.5
- FAS TE block: -5.0
- NRP1-CendR mod: -17.4
- MLLE-PAM2 inh: 6.4
- MT1-MMP act inh: 1.9

8	O=C(Cn1ncn2c(cc3ccccc32)c1=O)NCCCc1ccccc1
- MsrA inh: ·
- TbMetRS inhib: -0.8
- E coli Lon inh: 5.3
- MsrA act: -1.4
- SKN-1 block: -5.8
- FAS TE block: -1.5
- NRP1-CendR mod: -14.2
- MLLE-PAM2 inh: -3.1
- MT1-MMP act inh: ·

Later entries
11: COc1cc(C)ccc1OCc1cc(C(=O)N(Cc2c(C)nn(C)c2C)C2CC2)no1
12: C[C@H](NC(=O)[C@@H]1Cc2ccccc2CN1)C(=O)NC[C@H]1CC[C@H](C(=O)O)CC1
13: COc1cccc(CN2CCCC(N3CCc4ccccc4C3)C2)c1O (stereo not given)
14: CC(=O)Nc1cc(-c2cccc(C(=O)N(C)C)c2)cn2c(-c3ccc(C(C)=O)cc3)cnc12
15: CCOC(=O)N1CCN(C(=O)CSc2nc3c([nH]c4ccccc43)c(=O)n2CC)CC1

compound no.,11,12,13,14,15
MsrA inh,-0.6,1.9,-1.1,1.2,1.9
TbMetRS inhib,-0.2,-0.2,-0.6,0.1,0.0
E coli Lon inh,-2.2,-7.5,5.4,-6.3,-8.2
MsrA act,1.7,-3.4,-6.6,-3.3,-1.1
SKN-1 block,18.9,28.5,-9.3,-3.9,10.5
FAS TE block,-7.8,0.2,-5.5,-0.4,-2.4
NRP1-CendR mod,15.6,-2.8,-4.1,-9.3,13.2
MLLE-PAM2 inh,-8.8,-2.2,-7.6,-18.0,12.1
MT1-MMP act inh,0.1,-0.1,-1.7,1.2,-7.1

16: O=C1NC[C@@H](CCCCN2CCN(CCc3ccccc3)C(=O)C2=O)N(CC2CCCCC2)C1=O
17: CC(C)CNC(=O)COc1ccccc1[N+](=O)[O-]
18: Cc1cc(C)nc(NS(=O)(=O)c2ccc(NC(=O)COc3ccccc3)cc2)n1
19: NC(=O)CSc1cn(CCNC(=O)c2cccs2)c2ccccc12
20: Cc1ccc(S(=O)(=O)N2[C@@H](c3ccc(Cl)cc3)C(C(=O)O)=CC[C@H]2c2cccc(C)c2)cc1

compound no.,16,17,18,19,20
MsrA inh,-0.6,3.2,0.6,-0.3,-0.4
TbMetRS inhib,-0.4,-0.9,0.9,-0.2,0.5
E coli Lon inh,-2.6,-6.9,-5.4,-4.8,-0.8
MsrA act,-2.9,-10.1,0.0,1.4,1.5
SKN-1 block,1.9,9.9,6.3,4.5,15.1
FAS TE block,-8.2,-10.9,-2.2,-6.5,7.4
NRP1-CendR mod,8.7,8.4,-21.3,-0.6,0.3
MLLE-PAM2 inh,·,6.7,0.1,5.9,14.6
MT1-MMP act inh,1.4,3.1,-2.1,-2.5,0.2

21: Cn1cccc1Cc1nnc(SCC(=O)NCC2CCCO2)n1C (stereo not given)
22: CCCN(c1ccc(C)cc1)c1nc(=O)c2cccnc2s1
23: O=C(N/N=C/c1sc(N2CCCCC2)nc1-c1cccs1)C1CC1
24: CCOc1ccc(OCC)c(NC(=O)CN(C)S(=O)(=O)c2cnc[nH]2)c1
25: CCc1ccc(Nc2nnc(SCC(=O)NCCN3C(=O)CSC3=O)s2)cc1

compound no.,21,22,23,24,25
MsrA inh,-0.2,1.2,1.9,-0.8,-0.2
TbMetRS inhib,-0.3,0.7,-0.5,-0.9,-0.3
E coli Lon inh,2.5,0.4,9.8,-1.5,-0.7
MsrA act,-2.1,1.9,-5.2,-4.6,-3.8
SKN-1 block,1.3,13.8,13.5,-9.7,-3.4
FAS TE block,-4.5,3.3,8.9,-24.8,-4.9
NRP1-CendR mod,8.6,16.5,-20.4,-1.9,0.5
MLLE-PAM2 inh,-7.6,-1.9,-6.4,-4.0,-10.7
MT1-MMP act inh,-2.4,-3.3,0.8,-0.8,-1.4

26: COc1ccc(OC)c(CN2CCN(CC(=O)Nc3ccccc3C(=O)NC3CC3)CC2)c1
27: COc1ccc(CN2C(=O)C(C)N(C(=O)c3c(F)cccc3F)c3ccccc32)cc1 (stereo not given)
28: COc1ccc(NC(=S)N2CCN(S(=O)(=O)c3ccc(C)cc3)CC2)cc1
29: CCOC(=O)C1CCN(C(=O)c2cnn3c(C)cc(C)nc23)CC1
30: CCOc1cc(C(=S)N2CCOCC2)ccc1OC(=O)/C=C/c1ccc(OC)c(OC)c1

compound no.,26,27,28,29,30
MsrA inh,-0.2,-1.1,0.1,0.8,-0.7
TbMetRS inhib,0.5,-0.3,-0.4,-0.7,-1.5
E coli Lon inh,-6.8,-7.2,-7.8,-1.6,-8.0
MsrA act,-2.3,1.6,-2.6,-5.4,-9.6
SKN-1 block,3.4,22.8,0.5,-18.6,8.8
FAS TE block,-6.1,15.3,3.5,-7.3,7.6
NRP1-CendR mod,7.6,6.6,23.3,-4.2,-18.0
MLLE-PAM2 inh,-2.2,-3.0,-103.4,1.5,27.1
MT1-MMP act inh,-2.0,-1.0,0.7,-4.3,-7.3

31: O=C(Nc1cc(C(F)(F)F)ccc1-n1cncn1)c1ccc(-c2ccccc2)cc1
32: CC(NC(=O)/C=C/c1ccccc1)c1ccccc1 (stereo not given)
33: C=C(C)CSC1=C(C#N)C(c2ccsc2)CC(=O)N1 (stereo not given)
34: CCCCN(CC)CCCNC(=S)Nc1ccc2nc(N3CCN(C)CC3)cc(C)c2c1
35: CCn1c(CNC(=O)COc2ccc(C(C)C)cc2)nnc1SCC(=O)Nc1ccccc1F

compound no.,31,32,33,34,35
MsrA inh,-0.6,-1.0,-1.3,3.9,-1.6
TbMetRS inhib,0.0,-1.2,0.4,0.5,-1.1
E coli Lon inh,-0.3,9.7,-2.7,1.2,-1.4
MsrA act,-0.8,-8.9,-0.8,-1.3,-9.1
SKN-1 block,12.4,-1.3,-16.1,4.0,2.4
FAS TE block,24.5,3.6,-11.6,-3.2,1.8
NRP1-CendR mod,3.3,-6.6,-12.1,10.2,14.9
MLLE-PAM2 inh,-1.8,-1.6,-46.2,-2.1,-67.6
MT1-MMP act inh,1.0,3.8,-4.1,5.3,-7.6

36: Cc1ccc2[nH]c(=O)c3cc(C(=O)NCCN4CCN(C)CC4)sc3c2c1
37: CCOC(=O)C(C)CC(C)C(=O)N1CCOCCOCCN(C(=O)C(C)CC(C)C(=O)OCC)CCOCC1 (stereo not given)
38: COc1ccc(NC(=O)CN2CCN(S(=O)(=O)N(C)C)CC2)cc1
39: CCc1nc2ccccc2c(C(=O)Nc2cc(C)ccc2C)c1C
40: Cc1ccc(S(=O)(=O)/N=C(/Nc2ccc([N+](=O)[O-])cc2[N+](=O)[O-])c2ccccc2)cc1

compound no.,36,37,38,39,40
MsrA inh,2.6,1.0,-0.1,-0.6,3.4
TbMetRS inhib,1.0,-1.1,0.5,-0.6,-0.3
E coli Lon inh,1.1,-2.0,0.8,2.9,-3.6
MsrA act,0.1,-5.8,2.2,-5.2,-0.6
SKN-1 block,6.4,-0.9,-1.6,3.2,21.5
FAS TE block,-1.4,-7.9,-4.3,-1.7,21.8
NRP1-CendR mod,-0.2,8.1,4.7,1.5,5.1
MLLE-PAM2 inh,-11.2,-2.0,5.5,5.3,-4.0
MT1-MMP act inh,4.7,-4.9,1.5,0.2,1.2

41: CN1CCN(Cc2cccc3ncccc23)CC1CCO (stereo not given)
42: Cc1n[nH]c2ccccc2c1=O
43: O=C(NCc1ccco1)c1cc2n(n1)C(C(F)(F)F)CC(c1ccc(Cl)c(Cl)c1)N2 (stereo not given)
44: O=C(COC(=O)c1ccc2ccccc2c1)NCc1ccccc1
45: COc1ccc(N2CCN(C(=O)c3cc(=O)c4cc(Cl)ccc4o3)CC2)cc1
46: CC(C)n1cc(CN2CCC(Oc3ccc(C(=O)N4CCCC4)cc3)CC2)cn1

compound no.,41,42,43,44,45,46
MsrA inh,3.1,2.0,1.4,0.8,1.1,-0.3
TbMetRS inhib,-1.1,-0.1,-0.1,-0.1,-0.2,-0.4
E coli Lon inh,4.8,-9.9,4.0,-0.9,-4.8,-5.6
MsrA act,-4.8,-2.2,-7.7,2.9,1.0,-2.4
SKN-1 block,-6.8,-15.2,-22.1,5.4,-8.1,-0.3
FAS TE block,-7.4,-6.9,8.5,-1.6,6.7,-6.7
NRP1-CendR mod,0.1,-1.1,-15.1,-16.5,5.6,12.1
MLLE-PAM2 inh,5.2,-1.5,-4.2,1.4,-8.0,7.1
MT1-MMP act inh,-1.7,2.3,1.4,-0.8,1.6,3.9

This is a random part of the collection, and some 4% of all compounds hit somewhere here.
